RORg inh: inhibitors of mouse ROR gamma transcriptional activity; 5.4% of 310,000 active; AID 2551; Drosophila S2 Gal4-RORgamma UAS-luciferase reporter, 20 h; Potency, µM (highest dose often 53.6 µM), inactives show at the top dose activity change, negative = inhibition, actives largely listed as inhibitors; also: % is scaled to controls: 0 for no effect and ±100 for the full control effect; nearly all actives have a fitted effect of over 60% in size
Target sequence (P51450 whole entry, looked up, the tested form may be a part): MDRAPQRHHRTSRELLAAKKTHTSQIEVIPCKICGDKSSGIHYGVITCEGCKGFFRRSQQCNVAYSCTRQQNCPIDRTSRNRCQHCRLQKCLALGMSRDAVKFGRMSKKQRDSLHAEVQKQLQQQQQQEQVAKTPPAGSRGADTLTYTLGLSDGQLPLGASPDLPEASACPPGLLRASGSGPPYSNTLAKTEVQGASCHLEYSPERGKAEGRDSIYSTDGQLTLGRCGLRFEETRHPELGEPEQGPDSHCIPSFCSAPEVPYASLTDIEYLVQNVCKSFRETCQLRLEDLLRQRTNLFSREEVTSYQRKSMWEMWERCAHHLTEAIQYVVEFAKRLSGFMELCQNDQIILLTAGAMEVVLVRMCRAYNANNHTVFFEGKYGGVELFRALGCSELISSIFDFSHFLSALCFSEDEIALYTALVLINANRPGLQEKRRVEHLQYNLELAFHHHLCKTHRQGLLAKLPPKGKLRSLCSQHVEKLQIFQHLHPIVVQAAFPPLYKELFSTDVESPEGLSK
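Schneider cells (Drosophila), stable Gal4 DBD–ROR gamma + UAS-luc; 1 hr cmpd preincubation; Cu2+ induction 700 uM final; 20 hr ambient; luminescence.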
Gal4-VP16 FLuc: inhibits Gal4-VP16 luciferase reporter, ROR gamma counter-screen. Drosophila S2 Gal4-VP16 UAS-luciferase, luminescence, 20 h. 3.5% of 310,000 active. Potency, µM (titrated, usually from 53.6 µM), without a hit: top-dose activity, negative = inhibition, most hits filed as inhibitors. AID 2546;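 also: Gal4-VP16 expression switched on by copper sulfate through the metallothionein promoter; % is scaled to controls: 0 for no effect and ±100 for the full control effect; nearly all actives have a fitted effect of over 50% in size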
FLuc counter: counter-screen for miR-21 project: firefly luciferase inhibitors or activators; Potency, µM (highest dose often 57.5 µM), for the others: at the top dose activity change, negative = inhibition, most hits filed as inhibitors; purified FLuc, Km substrates, luminescence inhibition; 6.9% of 360,000 active; P08659; AID 588342;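 also: plate controls were vehicle for no effect and reference inhibitor for full effect; nearly all actives have a fitted effect of over 55% in size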
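Biochemical qHTS of compounds, final roughly 60 µM downward over six points, against 10 nM purified firefly luciferase using Km concentrations of substrates (10 uM D-luciferin, 10 uM ATP) in Tris acetate pH 7.5 buffer; luminescence output.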
uPA surface inh: cell surface uPA generation inhibition. cell surface uPA generation assay, qHTS. Potency, µM (doses to about 38.3 µM), for inactives: at the highest dose activity change, negative = inhibition, most hits filed as inhibitors. 0.31% of 330,000 active; active = well fitted inhibition curve with a large enough effect; inconclusive = small, poorly fitted or top-dose-only effect; inactive = no such curve, though single readings can be large or run the other way; tested in mouse RAW 264.7 cells; also: % is scaled to controls: 0 for no effect and ±100 for the full control effect; nearly all actives have a fitted effect of over 55% in size
NPC1 prom act: NPC1 promoter activation | Huh7 NPC1 promoter luciferase reporter, 24 h | Potency, µM (highest dose often 9.22 µM), for inactives: top-dose activation, most hits filed as activators | 2.4% of 320,000 active | AID 485313;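 also: % of control where 0% means no effect; nearly all actives have a fitted effect of over 60% in size; reporter is driven by a mutant NPC1 promoter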
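Huh7 cells stably carrying NPC1 promoter–luciferase, plated in Opti-MEM with 10% FBS for 2 h, were exposed to compound in DMSO for 24 h at 37 °C; luciferase reagent was added for 10 min and luminescence read.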
ELG1 genotox: inducers of genotoxicity in HEK293T ELG1-luciferase cells | Potency, µM (top dose mostly 46 µM), for the others: at the highest dose activity change, positive = activation, actives largely listed as activators | 1.3% of 330,000 active | AID 504466 | HEK293T ELG1-luciferase reporter, luminescence, 16 h; also: % of control where 0% means no effect; nearly all actives have a fitted effect of over 60% in size
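HEK293T cells expressing luciferase-tagged ELG1 were treated with compound or DMSO for 16 hr at 37°C. Luciferase activity was then read after 30 min with ONE-Glo at room temperature; rising signal flags genetic stress.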
MLL CXXC-DNA inh: inhibitors of human MLL CXXC domain-DNA interaction; Potency, µM (titrated, usually from 115 µM), for inactives: at the top dose activity change, negative = inhibition, most hits filed as inhibitors; MLL-CXXC / FITC-HOXA9 DNA fluorescence polarization; 0.037% of 290,000 active; active = well fitted inhibition curve with a large enough effect in the polarisation, with a control signal flat, not every such curve was filed as active; inconclusive = small, poorly fitted or top-dose-only effect, or effect the other way, or a change in a side signal; inactive = no such curve, though single readings can be large or run the other way; the % refers to the polarisation
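Steps: dispense CXXC domain solution (7 uM) → pin compounds or unlabeled HOX-A9 DNA control → 5 min ambient → add FLSN-HOX-A9 solution (50 nM) → spin → 30 min ambient → fluorescence polarization. Tris pH 7.5/NaCl/DTT/BSA buffer.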
p53 reactivation: restores transcriptional activity of mutant p53; H1299 p53-A138V BP100-luciferase reporter, luminescence, 24 h; Potency, µM (highest dose often 92.2 µM), without a hit: top-dose activity change, positive = activation, hits mostly activators; 0.063% of 320,000 active; also: % of control where 0% means no effect; nearly all actives have a fitted effect of over 45% in size
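H1299 (p53-null), stable ts p53-A138V + BP100-Luc; 1000 cells/well, Opti-MEM/10% FBS; cpd 4 pt, 1:5; 24 h, 37 deg C, 5% CO2; detection reagent 10 min RT; luminescence.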
BRCA1 expr up: increases BRCA1 expression; MCF7-BRCA1-FFLuc reporter, luminescence, 48 h; response scale: scaled: vehicle 0%, 10 µM genistein 100%; Potency, µM (doses to about 46.1 µM), for the others: at the top dose activation, hits mostly activators; 1.1% of 380,000 active; AID 624202; also: nearly all actives have a fitted effect of over 80% in size; some results filed as inactive show a strong effect at the top dose
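Using MCF7 cells harboring a BRCA1 firefly luciferase reporter, plated 2 h before compound pinning, the screen measured luminescence after 48 h incubation. Responses were normalized to DMSO and 10 microM genistein, then fitted for concentration-effect.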
Rab9 prom act: activators of Rab9 promoter. Huh7 Rab9 promoter-luciferase reporter, luminescence, 24 h. Potency, µM (titrated, usually from 9.22 µM), for inactives: top-dose activation, negative = inhibition, actives largely listed as activators. 2.8% of 320,000 active. AID 485297; also: % of control where 0% means no effect; nearly all actives have a fitted effect of over 60% in size
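Steps: seed 1500 Huh7 Rab9-luc cells per well, rest 2 h at 37 °C; add compound in DMSO; incubate 24 h; add luciferase reagent, 10 min ambient; read luminescence.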
MBNL1 CUG block: blocks human MBNL1 binding to CUG repeat RNA | TR-FRET MBNL1-His/biotin-(CUG)12 binding, 665/545 ratio | Potency, µM (highest dose often 57.5 µM), for the others: at the highest dose activity change, negative = inhibition, actives largely listed as inhibitors | 0.036% of 280,000 active | AID 2675; active = well fitted inhibition curve with a large enough effect in the signal ratio, with a control signal flat, not every such curve was filed as active; inconclusive = small, poorly fitted or top-dose-only effect, or effect the other way, or a change in a side signal; inactive = no such curve, though single readings can be large or run the other way; the % refers to the signal ratio; also: % is scaled to controls: 0 for no effect and ±100 for the full control effect
Target sequence (Q9NR56 whole entry, looked up): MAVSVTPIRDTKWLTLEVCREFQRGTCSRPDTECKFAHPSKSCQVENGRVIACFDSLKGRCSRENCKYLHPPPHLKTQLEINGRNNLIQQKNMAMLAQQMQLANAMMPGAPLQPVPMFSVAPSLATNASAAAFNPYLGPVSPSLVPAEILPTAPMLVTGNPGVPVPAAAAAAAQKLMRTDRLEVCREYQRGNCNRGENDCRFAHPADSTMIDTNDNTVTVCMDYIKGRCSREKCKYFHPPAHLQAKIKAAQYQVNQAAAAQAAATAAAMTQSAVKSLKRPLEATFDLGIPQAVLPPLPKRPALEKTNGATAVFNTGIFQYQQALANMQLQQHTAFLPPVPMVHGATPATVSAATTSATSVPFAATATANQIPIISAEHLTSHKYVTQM
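Inhibition of protein-RNA binding appears as loss of TR-FRET between terbium anti-His antibody on MBNL1-His and streptavidin-XL665 on biotin-(CUG)12. Activity is normalized to buffer-only and uninhibited-complex controls.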
Numbers without * were called inactive; ? = inconclusive; nt = not tested or not shown; & = joins results of further samples; [ ] = remark or other dose. Unless noted, calls follow the shape of the dose curve; as a rule, active = well fitted curve in the direction sought with a large enough effect; inconclusive = small, poorly fitted or top-dose-only effect, or another doubt; inactive = no such curve, though single readings can be large; an effect the other way counts as inactive or inconclusive. Potency is read from the fitted curve at half-maximal effect. Not all compounds are listed; rates above refer to the full screens.

Order of results: RORg inh	Gal4-VP16 FLuc	FLuc counter	uPA surface inh	NPC1 prom act	ELG1 genotox	MLL CXXC-DNA inh	p53 reactivation	BRCA1 expr up	Rab9 prom act	MBNL1 CUG block
> CC(C)c1ccc(NC(=O)Cc2cn(C)c3ccccc23)cc1
  9.5%	10.2%[10 µM]	?	1.8%	-1.9%	22.4%	9.1%	2.2%	-33.0%	-3.4%	5.2%
> O=C(O)c1ccccc1C(=O)c1ccc2c(c1)N(Cc1ccc(Cl)c(Cl)c1)C(=O)CO2
  ?	-0.2%	7.6%	-1.0%	-5.5%	-11.4%	9.8%	8.5%	-4.3%	-10.3%	2.1%
> CC(C)Nc1nc(C#N)nc(NC(C)C)n1
  -19.9%	-0.1%	-1.8%	nt	-4.4%	-6.9%	-5.3%	-18.4%	-27.9%&-0.1%	-0.5%	0.1%
> O=C(O)c1cccc(NCc2cccnc2)c1
  21.9%	14.6%	1.1%	13.6%	3.6%	17.2%	-9.9%	4.0%	3.0%	1.8%	-2.8%
> Cc1ccc(C(=O)N/C(=C\c2ccco2)C(=O)NCCN2CCCCC2)cc1C
  -4.3%	-1.8%	5.0%	-3.3%	3.6%	11.7%	7.1%	-2.5%	-15.1%	4.7%	9.2%
> O=C(COc1cccnc1[N+](=O)[O-])c1ccc(Cl)s1
  -44.2%	?	?	1.0%	4.4%	0.2%	6.0%	18.2%	-1.8%	9.2%	nt
> C=CCc1ccccc1OCCNCc1ccccc1
  -30.3%	-3.1%[10 µM]	1.0%	-2.3%	-1.8%	-15.0%	-0.7%	4.0%	-23.0%	-8.3%	-3.6%
> O=C(Nc1ccccc1N1CCCC1)C1CCN(S(=O)(=O)c2ccccc2)CC1
  nt	nt	-0.5%	1.8%	1.0%	-14.1%	nt	-0.4%	-14.5%	-2.4%	nt
> CCOC(=O)c1cc(-c2cccnc2)nn1-c1ccccc1C
  -12.0%	1.1%	-2.2%	-5.2%	-3.6%	0.3%	7.3%	-1.4%	-0.6%	0.3%	-1.5%
> O=C(O)CC1c2ccccc2C=Cc2ccccc21
  nt	nt	1.7%	-0.5%	2.6%	0.8%	nt	8.9%	-6.7%	-1.9%	nt
> Cc1nnc(SCC(=O)N2CCCC2)n(N)c1=O
  -3.0%	4.3%	-0.2%	2.9%	-2.4%	-1.5%	6.1%	-1.2%	11.5%	4.7%	1.7%
> COc1ccccc1N1CCN(S(=O)(=O)CCNC(=O)CC2CCCCC2)CC1
  nt	nt	-0.9%	0.7%	-0.4%	-22.6%	nt	-7.7%	-21.6%	-3.1%	nt
> Cc1[nH]n2c(=O)c3c(nc2c1-c1ccc(F)cc1)CCCC3
  -20.2%	1.7%	-1.1%	1.0%	-4.6%	-7.4%	-4.5%	-1.9%	-23.9%	-6.6%	-2.1%
> Cc1cccc(C)c1NC(=O)CN1N=NC2C(=O)N(c3cccc(Cl)c3)C(=O)C21 (stereo not drawn)
  -4.6%[10 µM]	-15.0%	0.0%	3.4%	-1.9%	2.3%	-3.6%	1.0%	-2.0%	0.9%	nt
> Cc1ccnc(NC(=O)c2cccc([N+](=O)[O-])c2C)c1
  37.8%	0.8%	0.3%	-3.9%	8.9%	4.3%	7.1%	12.1%	47.7%	3.8%	nt
> Cc1cccc(CC(C)NC(=O)CCc2nnc(-c3ccccc3)o2)n1 (stereo not drawn)
  7.0%	-5.4%	-8.4%	22.5%	-1.8%	1.5%	-2.5%	3.6%	2.2%	-5.4%	-7.5%
> Cc1ccc(S(=O)(=O)Nc2cccc(Cl)c2)cc1NC(=O)c1cccnc1
  -2.6%	13.1%	-4.2%	-1.9%	-0.5%	-3.8%	-4.9%	-1.4%	-26.4%	0.1%	-1.4%
> CCCOC1CCCN(C(=O)CCc2nnc(-c3ccc4c(c3)OCO4)o2)C1 (stereo not drawn)
  22.9%	19.0%	?	4.7%	?	?	0.6%	?	?	3.16µM*	-4.3%
> O=C(N1CCCC1)C12CC3CCC(CC(C3)C1)C2
  8.2%	-4.0%	0.2%	-3.8%	-6.0%	-5.9%	3.8%	-0.8%	-4.7%	3.4%	-5.9%
> Brc1ccsc1-c1csc(-c2ccncc2)n1
  -2.0%	-14.5%	?	7.7%	25.3%	?	-3.5%	?	47.1%	27.9%	38.0%[activator]
> Cc1cccc(C)c1OCC(=O)Nc1ccncc1
  -32.2%[1.91 µM]	-27.8%	0.5%	2.3%	-1.8%	-5.5%	6.2%	nt	-33.4%	-4.3%	-2.7%
> COc1ccccc1NC(=O)C12CCC(C)(C(=O)C1)C2(C)C (stereo not drawn)
  11.7%	-1.0%	-1.2%	7.2%	-4.7%	-1.1%	-2.9%	4.1%	-7.7%	-1.2%	-5.4%
> CN1CCN(c2ccc([N+](=O)[O-])c(Sc3nc4ccccc4[nH]3)c2)CC1
  -22.5%	-3.5%	4.8%	1.3%	-4.0%	-2.4%	10.5%	-7.9%	-36.2%	-2.1%	?
> COc1ccc(C2=NS(=O)(=O)N(C)C(C(=O)NC3CCCCC3)=C2)cc1OC
  42.8%	-0.4%	-0.7%	-6.0%	0.3%	-4.1%	nt	nt	1.7%	-1.0%	?
> COc1ccc(CCNC(=O)CSc2nc3[nH]ncc3c(=O)n2-c2ccc(Cl)cc2Cl)cc1OC
  30.9%	-11.9%	2.0%	-28.6%	-0.9%	0.9%	2.9%	-0.6%	-23.2%	3.4%	4.4%
> O=c1[nH]c(=O)n(Cc2ccco2)c2c1C(C(F)(F)F)(C(F)(F)F)N=C(CCC1CCCCC1)N2
  -7.4%	?	-2.0%	2.4%	-1.3%	-0.3%	-0.9%	2.7%	0.3%[1.84 µM]	-7.2%	-8.5%
> CC(=O)c1ccc(NC(=O)CSC(C)C)cc1
  32.1%	14.4%	-15.5%	-19.0%	25.7%	?	3.0%	10.4%	?	26.4%	-2.0%
> CN(C)c1ccc(C(C#N)c2ccccc2)nn1 (stereo not drawn)
  -4.6%	8.6%	-3.8%	0.0%	3.16µM*	1.1%	4.8%	6.0%	24.1%	1.41µM*	4.7%
> CC(C)OC(=O)c1c(N)n(CCCN2CCOCC2)c2nc3ccccc3nc12
  -10.7%	3.2%	-1.3%	4.7%	1.9%	-3.1%	-18.0%	1.4%	-3.9%	2.1%	?
> Cc1cc(C)c2c(c1)/C(=C/C(=O)c1ccc(Br)s1)C(=O)N2
  17.7%	7.7%	-3.0%	-5.9%	-2.4%	-34.0%[inhibitor]	-11.8%	0.7%	3.3%	-7.6%	2.5%
> Cc1nnc(SCC(=O)NNC(=O)C(C)C)[nH]c1=O
  -13.4%	-2.9%	5.5%	9.2%	-3.5%	-2.1%	-3.3%	4.3%	11.0%	1.5%	-14.1%
> COc1ccc(Nc2c3c(nc4ccccc24)CCCC3)cc1OC
  -18.5%	-10.7%	-5.8%	-6.9%	-3.7%	-3.4%	8.0%	1.0%	-17.0%	-2.8%	?
> CC(C)(C)c1nnc(NC(=O)Nc2ccc(Cl)cc2)s1
  23.1%	9.8%	-2.5%	-0.4%	?	-3.3%	-14.4%	3.6%	86.1%	?	-6.4%
> Cc1ccc(Cl)cc1N1CCN(C(=O)Cc2c(C(=O)O)[nH]c3ccc(Cl)cc23)CC1
  13.1%	6.2%	?	-1.4%	0.1%	1.6%	2.8%	6.1%	-3.8%	-0.5%	0.7%
> Nc1cc(N)nc(SCCOc2ccccc2)n1
  ?	1.6%	?	-6.5%	?	?	-7.8%	?	12.6µM*	?	-11.0%
> Cc1ccc(N2CCN(C3=NC(=O)/C(=C\c4cn[nH]c4-c4ccccc4)S3)CC2)cc1
  -6.4%	-28.6%	0.2%	-9.2%	-5.6%	3.6%	8.6%	-6.9%	-43.4%	-9.1%	-1.2%
> COC(=O)c1ccccc1-c1ccc(/C=N/Nc2nc(N3CCCC3)nc(N3CCCC3)n2)o1
  ?	?	-0.7%	-2.4%	-4.2%	-9.3%	-1.6%	-0.2%	-71.8%	-8.2%	6.6%
> COc1cccc(C(=O)COc2ccccc2N2C(=O)C3C4C=CC(C4)C3C2=O)c1 (stereo not drawn)
  ?	2.2%	-0.8%	2.3%	10.8%	0.5%	3.7%	7.4%	-31.5%	3.0%	-9.6%
> CCOC(=O)c1c(NC(=O)CSc2nc3cccnc3n2C)sc(C(C)=O)c1C
  1.1%	-3.3%	0.3%	-0.6%	-7.0%	0.5%	-0.7%	0.9%	-32.7%	0.0%	12.6%
